SUMO Mot1 rescue: SUMOylation pathway inhibition by Mot1-301 growth rescue; S. cerevisiae Mot1-301 growth rescue, ATP luminescence, 38.5C; percent above DMSO median, 100 means doubled; 1% of 320,000 active; growth rescue, % at 18.8 µM;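 active = every valid replicate shows activation above 250% relative to neutral control wells; inactive = the rest, any valid replicate at or below 250%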;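 also: OY570 slx delta 5 strain wells were the positive control but not used for scaling; some compounds called inactive have numbers as strong as hits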
Pemphigus Ab inh: inhibitors of pemphigus antibody binding to human desmoglein-3. P32926. DSG3-coupled beads, scFv-anti-DSG3-GFP binding, flow cytometry; stronger effect = lower value. binding (percent of control), % at 10 µM. 0.48% of 310,000 active;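 active = binding more than 3 SD below its plate's average and above zero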;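 also: hits lower antibody fragment binding to DSG3; some compounds called inactive have numbers as strong as hits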
AddAB inh: less growth of phage-infected E. coli with AddAB. E. coli expressing H. pylori AddAB, absorbance growth. inhibition, % at 11.9 µM. 0.29% of 330,000 active. AID 435030; in the data active = inhibition above about 12%;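 also: 0% = vehicle wells of infected cells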
HTR5A ag ctr: activates human HTR5A in OPRM1-OPRD1 agonist counter-screen. P47898. HTR5A agonist assay, luminescence, cell-based. activation, % at 9.3 µM. 0.61% of 340,000 active; in the data active = activation mostly above about 9.5%, no sharp cut-off; inactive = mostly below about 7.6%;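 also: 0% = cells with vehicle only and 100% = reference agonist; strong numbers were not always called active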
HTR5A inv ctr: counter-screen for OPRM1-OPRD1 inverse agonists: human HTR5A inverse agonism; P47898; HTR5A cell line, luminescence; inhibition, % at 9.3 µM; 0.083% of 340,000 active; AID 504634; in the data active = inhibition mostly above about 23%, no sharp cut-off; inactive = mostly below about 18%;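 also: 0% = cells with DMSO and 100% = no-cell wells with DMSO; some compounds called inactive have numbers as strong as hits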
OPRM1-OPRD1 inv: inverse agonists of human mu-delta opioid receptor heterodimerization; P35372+P41143; cell-based MOR-DOR heterodimer luminescence, inverse agonism; inhibition, % at 9.3 µM; 0.21% of 340,000 active; AID 504357; in the data active = inhibition above about 22%, passing the limit was not always enough;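 also: 0% = cells with DMSO and 100% = wells without cells with DMSO; values of inactives mirror those of a sister screen read the other way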
Target sequence (P35372 whole entry, looked up): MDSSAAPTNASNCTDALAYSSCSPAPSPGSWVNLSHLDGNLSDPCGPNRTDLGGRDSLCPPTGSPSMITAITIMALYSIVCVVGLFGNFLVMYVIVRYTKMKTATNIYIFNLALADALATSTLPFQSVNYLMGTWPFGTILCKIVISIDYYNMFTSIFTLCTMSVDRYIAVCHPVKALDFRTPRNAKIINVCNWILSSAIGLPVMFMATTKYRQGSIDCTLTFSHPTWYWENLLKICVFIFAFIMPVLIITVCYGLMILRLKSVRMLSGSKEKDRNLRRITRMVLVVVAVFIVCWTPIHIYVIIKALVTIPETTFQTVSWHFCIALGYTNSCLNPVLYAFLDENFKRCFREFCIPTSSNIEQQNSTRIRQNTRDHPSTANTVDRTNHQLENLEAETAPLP
Target sequence (P41143 whole entry, looked up): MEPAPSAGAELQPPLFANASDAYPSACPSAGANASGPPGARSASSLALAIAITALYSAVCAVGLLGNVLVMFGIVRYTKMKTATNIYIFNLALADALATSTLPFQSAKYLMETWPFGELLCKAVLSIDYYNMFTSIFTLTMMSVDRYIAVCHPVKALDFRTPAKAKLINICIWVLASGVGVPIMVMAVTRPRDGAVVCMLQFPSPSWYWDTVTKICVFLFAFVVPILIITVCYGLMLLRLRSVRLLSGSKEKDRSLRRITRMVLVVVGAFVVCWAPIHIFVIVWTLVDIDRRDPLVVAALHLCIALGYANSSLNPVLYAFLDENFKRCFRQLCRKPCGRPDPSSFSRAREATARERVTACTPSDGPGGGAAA
PfHsp90 yeast 2: inhibits growth of yeast expressing Plasmodium falciparum Hsp90; S. cerevisiae expressing PfHsp90, BacTiter-Glo ATP, 48 h; yeast lacking PDR1 and PDR3 efflux regulators; inhibition, % at 9.4 µM; 0.32% of 310,000 active; AID 504621;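 active = every replicate shows inhibition above about 80%, whatever the replicate mean, limit read from the data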;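 also: 0% = DMSO neutral controls and 100% = 20 µM radicicol positive controls; yeast relying on Plasmodium falciparum Hsp90 in place of its own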
PKA-R1A activ: activates the PKA-R1A holoenzyme complex; P00514+P68181; PKA-R1A dissociation, Cy5-IP20 fluorescence polarization; scaled: DMSO 0%, 113 µM cGMP 100%; activation, % at 11.4 µM; 0.083% of 340,000 active; AID 504707;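 active = percent activation above the mean of all tested compounds plus 3 SD, cut at about 19% in these data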;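 also: higher means more PKAc released from R1A so a rise in polarization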
phage Ecoli inh: E. coli growth loss with phage present. growth absorbance. inhibition, % at 11.9 µM. 0.26% of 360,000 active. AID 651602; in the data active = inhibition above about 11%
OPRM1-OPRD1 ag: agonists of human mu-delta opioid receptor heterodimerization. P35372+P41143. cells, OPRM1-OPRD1 heterodimerization, luminescence. activation, % at 9.3 µM. 0.3% of 340,000 active. AID 504326; in the data active = activation above about 18%;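 also: 0% = vehicle-treated cells and 100% = reference agonist; values of inactives mirror those of a sister screen read the other way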
E coli growth: counter-screen for AddAB inhibitors: E. coli growth inhibition; E. coli V3065 growth, OD600 absorbance, 18 h; inhibition, % at 11.9 µM; 0.27% of 330,000 active;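 active = inhibition above the campaign's mean inhibition across all tested compounds plus 3 SD, cut at about 9.9% in these data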;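 also: uninfected addAB+ strain grown without phage in ampicillin broth; 0% = DMSO wells and 100% = ciprofloxacin 0.95 µg/ml wells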
Active calls of the source: *; nt = no result given.

Structure	SUMO Mot1 rescue	Pemphigus Ab inh	AddAB inh	HTR5A ag ctr	HTR5A inv ctr	OPRM1-OPRD1 inv	PfHsp90 yeast 2	PKA-R1A activ	phage Ecoli inh	OPRM1-OPRD1 ag	E coli growth
CCn1c(SCC(=O)Nc2cccc(S(=O)(=O)N(C)c3ccccc3)c2)nnc1C1CC1	4	105	-2.1	4	-11	14	13	-8	2.0	-3.4	-1.9
CCOC(=O)c1cc2c(c(CCO)n1)[C@@H](CCO)N(S(=O)C(C)(C)C)C2 (stereo not given in full)	nt	108	nt	0	1	7	20	1	2.0	-1.6	nt
Cc1ccc(C(=O)NCCNC(=O)c2ccccn2)cc1	-2	83	2.9	0	1	13	20	-6	4.9	-2.1	-0.8
COc1ccc(C(=O)Nc2ccccc2Cc2ccccc2)c(OC)c1	34	97	3.2	0	11	-15	-27	-6	2.4	3.0	-1.0
CC(C)CC(=O)Nc1ccc2c(c1)OCO2	4	106	-0.4	-4	10	3	7	-3	4.9	-0.6	2.0
CCCCC(=O)Nc1ccc(C(=O)Nc2ccc(OC)cc2[N+](=O)[O-])cc1	1	101	5.0	11	-38	-33	0	-13	1.1	5.9	-1.1
COc1ccc(S(=O)(=O)N2CCCCCC2)cc1C(=O)N(C)Cc1ccc(Cl)cc1Cl	-1	99	1.2	2	-6	9	-7	-4	0.8	-1.8	0.4
Cc1cnc(NC(=O)CCc2ccccc2)s1	3	101	-0.6	0	-1	-2	-3	-1	2.1	0.4	3.0
Cc1csc(SCC(=O)Nc2cccc(S(=O)(=O)N3CCCC3)c2)n1	20	110	2.9	-2	4	10	20	2	1.4	-2.3	0.2
CCOc1ccccc1OCCCC(=O)Nc1sccc1C(N)=O	-17	102	0.0	-4	-10	13	-15	6	4.0	-2.5	-1.2
COc1ccccc1NCC(=O)N/N=C/c1sccc1C	-15	103	4.2	26*	-74	-16	24	1	3.7	3.0	-0.2
COc1ccc(S(=O)(=O)N2CCC(C(=O)Nc3cccc(C(C)=O)c3)CC2)cc1C	-11	100	-0.9	-4	16	-3	nt	-2	0.9	0.6	-0.7
CC(=O)c1cc(CN2CCN(Cc3ccccc3)C(CCO)C2)cs1 (stereo not given)	28	105	2.9	0	1	4	-4	-4	0.5	-0.7	1.3
COC(=O)c1c(NC(=O)c2cccc(N3C(=O)CCC3=O)c2)sc2c1CCN(C(C)=O)C2	-9	107	1.2	5	5	14	-7	10	2.5	-4.4	3.0
Cc1ccc(CNC(=O)Cn2cnc3c(NC(=O)OCc4ccccc4)ncnc32)o1	5	101	-1.5	nt	nt	nt	10	4	3.6	nt	-3.1
COc1cc(/C=N/NC(=O)c2ccccn2)cc2c1OCO2	0	134	1.7	1	26	15	-17	-15	3.8	-3.2	1.7
CCn1ncc2c(OCc3ccc(C#N)cc3)cc(C)nc21	nt	78	1.3	4	-9	-36	nt	-3	1.6	6.6	2.5
CCc1ccc2[nH]c(=O)c(C(c3nnnn3Cc3ccccc3)N3CCOCC3)cc2c1 (stereo not given)	478*	98	2.2	5	-12	10	3	11	2.3	-2.1	0.5
COc1ccc(Cc2nc3ccc(C(=O)NCCn4ccnc4C)cc3o2)cc1OC	-9	107	1.6	2	1	10	-16	-7	2.1	-1.9	4.4
N#Cc1ccc(C(=O)Nc2ccc([N+](=O)[O-])cc2)c(F)c1	5	103	2.2	-1	2	5	15	-6	4.7	-0.9	0.6
O=C1C2CC=CCC2C(=O)N1c1ccc(NCCc2ccccc2F)c([N+](=O)[O-])c1 (stereo not given)	-2	103	5.3	4	-12	-11	3	6	4.5	1.9	-0.9
O=C(CSc1nc2ccccc2[nH]1)N/N=C/C=C\c1ccccc1[N+](=O)[O-]	-7	98	1.8	-2	-8	9	-1	-2	3.4	-1.8	0.6
CCOC(=O)C1CCN(S(=O)(=O)c2c(C)[nH]c(=O)[nH]c2=O)CC1	-17	99	2.2	1	-4	4	-14	0	0.5	-0.8	1.1
O=C(NCc1ccccc1)c1ccc(Cl)nc1	-1	nt	0.0	nt	nt	nt	-4	nt	4.4	nt	0.5
CN1CCN(C(=O)CSc2ccc(C(F)(F)F)cc2[N+](=O)[O-])CC1	4	100	5.9	4	16	1	16	6	-1.7	-0.2	0.6
O=C(O)C1CCCCC1C(=O)NC1CCCCC1 (stereo not given)	251	99	2.0	5	-13	10	-8	-15	3.2	-1.9	1.1
COc1ccc(-c2ncc(CN3CCN(CCC(C)C)C(CCO)C3)cn2)cc1 (stereo not given)	4	102	3.2	-3	9	-3	8	-4	3.9	0.5	-1.4
Cn1c(NC(=O)c2ccc(F)c(F)c2)cc(=O)n(C)c1=O	0	104	-0.2	3	-9	-4	-31	-11	2.2	0.6	1.3
COc1ccc(OCC(=O)N2CCN(S(=O)(=O)c3ccc(Cl)s3)CC2)cc1	-9	102	0.1	-6	15	7	18	7	1.1	-1.8	-1.6
CCOC(=O)Cn1nc(-c2ccccc2)ccc1=O	2	102	0.1	-1	-1	4	nt	0	4.4	-0.8	-0.6
Cn1c(=O)oc2cc(S(=O)(=O)Nc3ccc(O)cc3)ccc21	12	94	nt	1	-5	1	-14	9	-3.5	-0.2	nt
COC(=O)c1ccc(C(c2c(N)n(CC(C)C)c(=O)[nH]c2=O)N2CCN(c3ccccc3)CC2)cc1 (stereo not given)	-21	100	3.6	3	2	4	3	12	3.3	-0.7	1.6
CCn1c(=O)cc(SCC(=O)N(C)Cc2ccccc2)c2ccccc21	59	104	6.0	2	4	7	nt	6	1.0	-1.2	4.4
COc1cc(/C=C/C(=O)OCC(=O)NC(=O)NC(C)(C)C)ccc1OCC#N	215	107	0.6	-1	3	15	-7	-7	2.4	-2.4	-2.1
O=C(c1ccc(S(=O)(=O)N2CCCC2)cc1)N1CCC(CN2C(=O)c3cccc4cccc(c34)C2=O)CC1	-14	104	0.6	1	-3	3	0	-2	0.5	-0.6	-1.8
O=C(Nc1ccsc1C(=O)NC1CCCCC1)c1ccc(F)cc1	-14	98	0.2	3	-4	-27	-10	-12	1.1	5.5	-2.1
O=C(CCS(=O)(=O)c1ccccc1)NCCS(=O)(=O)c1ccccc1	94	98	3.3	-2	5	14	11	-5	4.6	-2.5	-0.7
C/C=C(/C)C(=O)O[C@@H]1c2c(ccc3ccc(=O)oc23)OC(C)(C)[C@@H]1OC(C)=O	48	98	1.8	3	-8	16	38	-2	1.4	-2.7	0.3
COc1cccc(C2Nc3ccccc3C(=O)N2c2ccc(F)cc2)c1O (stereo not given)	-1	93	-2.9	-5	20	5	18	8	1.7	-1.1	-3.3
O=C(NCCCN1CCc2ccccc2C1)C1CCN(S(=O)(=O)N2CCCC2)CC1	-3	105	1.5	-3	8	-46	-3	-1	-1.2	7.3	-2.2
O=C(NCCc1c[nH]c2ccccc12)C(=O)NCC1OCCN1S(=O)(=O)c1ccc(Cl)cc1 (stereo not given)	14	110	0.6	3	-42	2	4	-7	0.5	-0.3	1.7
CCN(c1ccc(OC)cc1)S(=O)(=O)c1nnc(NC(=O)COc2ccc(F)cc2)s1	-6	nt	-0.1	0	0	8	0	-14	1.4	-1.5	0.7
CC(C)(C)SCCNC(=O)c1ccc(Cl)c([N+](=O)[O-])c1	6	nt	1.9	-3	-9	-6	102*	-8	1.1	1.3	1.7
Cc1ccccc1C(=O)N1CCC(C(=O)N2CCN(S(=O)(=O)c3ccccc3F)CC2)CC1	4	124	0.3	1	-3	5	nt	-6	0.5	-1.0	0.6
CCCN(C(=O)CSCC(=O)Nc1cccc(C)c1)c1c(N)n(Cc2ccccc2)c(=O)[nH]c1=O	75	nt	-0.3	0	4	4	-13	-6	1.6	-0.7	-0.9
Cc1cc(C)c2nc(N3C(=O)C(O)=C(C(=O)c4ccco4)C3c3ccc(O)cc3)sc2c1 (stereo not given)	2	105	0.8	0	0	6	-37	-3	4.1	-1.4	2.5
COc1ccc(N(CC(=O)Nc2cc([N+](=O)[O-])ccc2C)S(C)(=O)=O)cc1OC	26	99	-0.7	3	-8	2	21	-4	-2.1	-0.3	1.3
CC(=O)NC(Cc1ccc(C)cc1)C(=O)NC1CCN(c2ncccc2[N+](=O)[O-])CC1 (stereo not given)	4	93	0.3	7	-17	11	7	-12	2.5	-1.8	-0.3
CN(CC(=O)Nc1ccc(Cl)c(C(F)(F)F)c1)C(=O)CCN1C(=O)C2CC=CCC2C1=O (stereo not given)	-2	104	5.0	1	-32	9	0	-7	-0.5	-1.4	1.4
Fc1ccccc1/C=N/Nc1ncnc2ccccc12	-6	99	2.7	0	-1	-1	-5	-12	5.5	0.2	5.0
Cc1c(/N=C(\[O-])Nc2ccc(Br)cc2)sn[n+]1C	19	93	1.5	nt	nt	nt	nt	nt	5.1	nt	2.9
O=C(Cn1nnc2ccccc2c1=O)NCc1ccc(Cl)cc1	0	97	-2.2	6	-52	10	-10	6	3.4	-1.9	-1.3
O=C(NCc1ccccc1)N1CCN(CCO)CC1	5	113	-2.0	5	-18	12	5	-4	0.1	-2.5	0.4
CC(C)(C)NC(=O)NC(=O)COC(=O)C1c2ccccc2Oc2ccccc21	11	nt	4.6	4	-12	-23	-6	-17	2.8	3.6	-0.8

Two compounds drawn at random from those above, as already listed:
Structure	SUMO Mot1 rescue	Pemphigus Ab inh	AddAB inh	HTR5A ag ctr	HTR5A inv ctr	OPRM1-OPRD1 inv	PfHsp90 yeast 2	PKA-R1A activ	phage Ecoli inh	OPRM1-OPRD1 ag	E coli growth
C/C=C(/C)C(=O)O[C@@H]1c2c(ccc3ccc(=O)oc23)OC(C)(C)[C@@H]1OC(C)=O	48	98	1.8	3	-8	16	38	-2	1.4	-2.7	0.3
O=C(c1ccc(S(=O)(=O)N2CCCC2)cc1)N1CCC(CN2C(=O)c3cccc4cccc(c34)C2=O)CC1	-14	104	0.6	1	-3	3	0	-2	0.5	-0.6	-1.8

A draw from above in order of molecular weight, lowest first:
Structure	SUMO Mot1 rescue	Pemphigus Ab inh	AddAB inh	HTR5A ag ctr	HTR5A inv ctr	OPRM1-OPRD1 inv	PfHsp90 yeast 2	PKA-R1A activ	phage Ecoli inh	OPRM1-OPRD1 ag	E coli growth
COc1cccc(C2Nc3ccccc3C(=O)N2c2ccc(F)cc2)c1O (stereo not given)	-1	93	-2.9	-5	20	5	18	8	1.7	-1.1	-3.3
COc1ccc(N(CC(=O)Nc2cc([N+](=O)[O-])ccc2C)S(C)(=O)=O)cc1OC	26	99	-0.7	3	-8	2	21	-4	-2.1	-0.3	1.3
O=C(NCCCN1CCc2ccccc2C1)C1CCN(S(=O)(=O)N2CCCC2)CC1	-3	105	1.5	-3	8	-46	-3	-1	-1.2	7.3	-2.2
O=C(NCCc1c[nH]c2ccccc12)C(=O)NCC1OCCN1S(=O)(=O)c1ccc(Cl)cc1 (stereo not given)	14	110	0.6	3	-42	2	4	-7	0.5	-0.3	1.7
COC(=O)c1ccc(C(c2c(N)n(CC(C)C)c(=O)[nH]c2=O)N2CCN(c3ccccc3)CC2)cc1 (stereo not given)	-21	100	3.6	3	2	4	3	12	3.3	-0.7	1.6

Screening results as filed in PubChem.
